Screens (PubChem BioAssay)
SDO1 yeast rescue = sdo1-depleted yeast growth rescue; S. cerevisiae sdo1-depleted JHY4D growth rescue, OD600 30 h; hits give high values; pdr5 snq2 efflux-pump mutant strain; z-score at 10 µM; 140,000 tested, 0.21% active; AID 817;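 active means z-score above 3 at both the 24 hr and the 30 hr optical density reads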;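 further: z-score against mean and SD of all compound wells on the same plate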
Insulin prom inh = TRM-6 insulin promoter activity inhibition | TRM-6 cells (human fetal islet line), insulin promoter-eGFP reporter, imaging; reporter expression induced with tamoxifen | inhibition, % at 2 µM | 130,000 tested, 0.9% active;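 active means inhibition above the mean plus 3 SD, with well images judged a real hit on visual review, cut at about 60% in these data, passing the limit was not always enough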
SDO1 yeast rescue Rescue 24 h = also measured in SDO1 yeast rescue; calls as there; z-score; S. cerevisiae sdo1-depleted JHY4D growth rescue, OD600; measured here: growth rescue at 24 h;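 0 is the plate mean of compound wells and units are plate SD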
* marks the source's active call; other numbers are inactive results; nt = not tested or not shown. These rows are one share of the data (hit frequency here may not be typical).

#	smiles	Insulin prom inh	SDO1 yeast rescue Rescue 24 h	SDO1 yeast rescue
1	O=C(Nc1ccccc1)OC1CN=C(N[N+](=O)[O-])NC1 (stereo unspecified)	-29	nt	nt
2	Cc1cccc(N2C(=O)NC(=O)/C(=C\c3cc(C)n(-c4sc5c(c4C#N)CCCC5)c3C)C2=O)c1C	nt	-0.11	-0.25
3	O=C(C1c2ccccc2C(=O)N2CCc3ccccc3C12)N1CCC2(CC1)OCCO2 (stereo unspecified)	nt	0.83	0.7
4	CC1=NN(Cc2c[nH]c3ccccc23)C(C)(C)C1	-67	nt	nt
5	CC1C(c2cccs2)=[N+]([O-])C(C)(C(=O)c2ccc(F)cc2)N1O (stereo unspecified)	-19	nt	nt
6	O=C(Cn1ncc2c3ccccc3n(Cc3cccc(Cl)c3)c2c1=O)N1CCC2(CC1)OCCO2	-38	-0.73	-1.7
7	CN(C)[C@@H]1C(=O)C(C(N)=O)=C(O)[C@@]2(O)C(=O)C3=C(O)c4c(O)ccc(Cl)c4[C@@](C)(O)C3C[C@@H]12 (stereo partly specified)	43	-1	-0.21
8	COc1ccc(CC(=O)Nc2ccc3c(C(F)(F)F)cc(=O)oc3c2)cc1OC	-7	-0.92	-0.95
9	COC(=O)c1c(N)n(Cc2ccc(OC)cc2)c2nc3ccccc3nc12	19	-0.41	-1.3
10	O=[N+]([O-])c1cc(S(=O)(=O)c2ccc(O)c([N+](=O)[O-])c2)ccc1O	-8	0.28	1.7
11	O=C(C1CCCN(S(=O)(=O)c2cccc3nsnc23)C1)N1CCC2(CC1)OCCO2 (stereo unspecified)	31	0.64	0.56
12	O=c1c2ccccc2[se]n1-c1ccccc1	0	-0.55	-2
13	C=CCn1c(O)c(C(C)=Nc2ccc(N(CC)CC)cc2)c(=O)[nH]c1=O	3	-0.11	0
14	CC1CCC(NCC(O)c2ccccc2)CC1 (stereo unspecified)	4	-0.03	0.53
15	O=C1NC(=S)NC(=O)C12C(c1ccccc1)NC(=S)NC2c1ccccc1 (stereo unspecified)	21	0.99	0.95
16	CC1(C)CSC(Nc2ccc(F)c(Cl)c2)=N1	15	-0.01	0.01
17	CC(=O)N(C1=NCCCS1)c1ccccc1Cl	8	nt	nt
18	O=C(c1ccccc1F)c1cn(Cc2ccccc2)c2ccccc12	17	-0.46	-0.5
19	C[C@H]1O[C@@H](O[C@H]2[C@@H](O)C[C@H](O[C@H]3[C@@H](O)C[C@H](O[C@H]4CC[C@@]5(C)[C@H](CC[C@@H]6[C@@H]5CC[C@]5(C)[C@@H](C7=CC(=O)OC7)CC[C@]65O)C4)O[C@@H]3C)O[C@@H]2C)C[C@H](O)[C@@H]1O	100*	-0.2	-0.32
20	c1ccc2cc(C3N4CCCN34)ccc2c1 (stereo unspecified)	-100	nt	nt
21	COc1cc2c(cc1OC)-c1c(OC)c(OC)c(OC)c3ccnc(c13)C2=O	-90	-0.29	-0.09
22	O=C(c1csc2c1CCCCC2)N1CCC2(CC1)OCCO2	0	-1.3	-0.79
23	Cc1ccc(N2C(=O)NC(=O)/C(=C\c3cccn3C(C)(C)C)C2=O)cc1	-71	nt	nt
24	O=C(c1cccs1)c1cn(Cc2ccccc2Cl)c2ccccc12	44	-0.65	-1.6
25	CC(=NCCCN1CCCCC1)c1c(O)n(Cc2ccccc2)c(=O)[nH]c1=O	nt	1.1	0.64
26	Cc1ccc(S(=O)(=O)NC(Cc2cnc[nH]2)C(=O)O)cc1 (stereo unspecified)	-10	0.11	0.36
27	CN1CSC(=S)N(C)C1	68*	-0.43	0.15
28	COc1cc(/C=C2\C(=O)NC(=O)N(c3ccccc3)C2=O)cc(OC)c1OC	27	0.82	0.98
29	CC12CN3CCN(C1)CC(C)(C3)C2=NO	nt	-0.61	0.91
30	CCCCn1c(=O)c(C(=O)Nc2nnc(C(C)C)s2)c(O)c2ccccc21	33	nt	nt
31	CCCNC(=O)c1c(N)n(Cc2ccco2)c2nc3ccccc3nc12	-6	-1.7	-2.5
32	O=C(Cc1ccccc1)OCCN1CCCCC1	nt	-0.17	0.58
33	COc1cc2c(cc1OC)-c1c(OC)c(OC)cc3c1C(C2)N(C)CC3 (stereo unspecified)	-28	-0.43	0.39
34	N#CC(C#N)=C(N)c1cccnc1	18	nt	nt
35	O=c1c(C=NCc2cccs2)c(O)n(C2CCCCC2)c(=O)n1C1CCCCC1	31	-1.5	-1.3
36	O=C1NC(=O)N(c2ccc3c(c2)OCO3)C(=O)/C1=C/c1ccc(N2CCCC2)o1	-17	1	1.6
37	NP(=O)(OCC(F)(F)F)Oc1ccc(Cl)cc1 (stereo unspecified)	nt	0.56	1
38	O=c1c(/C=N/N2CCOCC2)c(O)n(-c2ccccc2)c(=S)n1-c1ccccc1	15	1.2	1.4
39	CC(=O)OC1N=C(c2ccccc2)c2cc(Br)ccc2N(C)C1=O (stereo unspecified)	13	-0.59	-0.29
40	O=C(CNC(=O)c1ccccc1)Nc1ccc(Br)cc1C(=O)c1ccccc1	-52	-0.89	-1.7
41	Cc1cc(C(=O)CS(=O)c2ccc(F)cc2)cc(C)c1OC(=O)N(C)C (stereo unspecified)	14	nt	nt
42	COc1ccc2[nH]cc(CCN=C(N)N)c2c1	-44	nt	nt
43	C=C[C@@H]1C[C@@]1(C)[C@@H](NP(=O)(c1ccccc1)c1ccccc1)c1ccccc1	-70	-0.9	-0.98
44	[O-][n+]1onc2c1CCC1N(O)CCC21O (stereo unspecified)	-231	0	0.33
45	CCN(CC)CCOC(=O)c1ccc(N=Cc2c(O)[nH]c(=O)[nH]c2=O)cc1	-16	0.43	0.73
46	Cc1ccc(CN2CCCC(C(=O)c3cccc(C(F)(F)F)c3)C2)o1 (stereo unspecified)	-75	nt	nt
47	c1ccc(CCNCc2ccccc2)cc1	-19	2.5	2.6
48	COc1ccccc1CCNC1CCC(C)CC1 (stereo unspecified)	nt	-0.4	0.28
49	CC1(C)N(O)C2CCCCC2N1O (stereo unspecified)	-7	-0.26	-0.14
50	CCCCCn1c(=O)c(C(=O)Nc2ccccc2S(N)(=O)=O)c(O)c2ccccc21	19	nt	nt

Filtered by structure: the compounds so far containing a carbonyl joined to an NH by a bond outside any ring
#	smiles	Insulin prom inh	SDO1 yeast rescue Rescue 24 h	SDO1 yeast rescue
1	O=C(Nc1ccccc1)OC1CN=C(N[N+](=O)[O-])NC1 (stereo unspecified)	-29	nt	nt
7	CN(C)[C@@H]1C(=O)C(C(N)=O)=C(O)[C@@]2(O)C(=O)C3=C(O)c4c(O)ccc(Cl)c4[C@@](C)(O)C3C[C@@H]12 (stereo partly specified)	43	-1	-0.21
8	COc1ccc(CC(=O)Nc2ccc3c(C(F)(F)F)cc(=O)oc3c2)cc1OC	-7	-0.92	-0.95
30	CCCCn1c(=O)c(C(=O)Nc2nnc(C(C)C)s2)c(O)c2ccccc21	33	nt	nt
31	CCCNC(=O)c1c(N)n(Cc2ccco2)c2nc3ccccc3nc12	-6	-1.7	-2.5
40	O=C(CNC(=O)c1ccccc1)Nc1ccc(Br)cc1C(=O)c1ccccc1	-52	-0.89	-1.7
50	CCCCCn1c(=O)c(C(=O)Nc2ccccc2S(N)(=O)=O)c(O)c2ccccc21	19	nt	nt

More entries follow.
#	smiles	Insulin prom inh	SDO1 yeast rescue Rescue 24 h	SDO1 yeast rescue
51	O=C(Nc1cccc2ccccc12)c1nn(C23CC4CC(CC(C4)C2)C3)cc1Br	10	-0.05	-0.72
52	CCC12C=CCN3CCC4(c5cc(Br)c(OC)cc5N(C)C4C(O)(C(=O)OC)C1OC(C)=O)C32 (stereo unspecified)	nt	-0.65	-0.28
53	CN1CCN(C(=O)COc2ccc(S(=O)(=O)NCc3ccccc3)cc2Cl)CC1	-106	-1.2	-0.08
54	O=C(c1ccco1)C12CN3CN(CN(C3)C1)C2	0	-1.4	-1.1
55	COc1cccc(-n2nc(C(=O)N3CCC4(CC3)OCCO4)c3ccccc3c2=O)c1	nt	0.92	0.47
56	Nc1cc(N2CCNCC2)ccc1[N+](=O)[O-]	-10	0.51	0.61
57	O=c1[nH]c(CN2CC=C(c3ccccc3)CC2)nc2cc(C(F)(F)F)ccc12	-14	-0.04	-0.51
58	O=c1[nH]c(=O)n(Cc2ccc(F)cc2)c(O)c1C=NCc1cccnc1	-23	-0.76	-1.1
59	Cn1c(O)c(C(=O)c2ccccc2Cl)c(=O)n(C)c1=O	-21	0.19	1.2
60	O=C(Nc1ccc(Cl)cc1)O/N=C(\c1ccccc1)c1ccccn1	nt	-2.7	-2.4
61	Cc1cccc(N2C(=O)NC(=O)/C(=C\c3cccn3-c3ccc(Cl)cc3)C2=O)c1	-52	-0.82	-0.62
62	CC1CCCCN1C(=O)c1ccc(N2CC3CC(C2)c2cccc(=O)n2C3)c([N+](=O)[O-])c1 (stereo unspecified)	-14	-0.34	0.25
63	O=C1NC(=O)C(=Cc2ccc(-c3cc(Cl)ccc3[N+](=O)[O-])o2)C(=O)N1	-273	nt	nt
64	CCCCP(=O)(O)CCC(=O)O	nt	-1	-1.5
65	O=c1cccc2n1CC1CC2CN(Cc2c(F)cccc2Cl)C1 (stereo unspecified)	3	-0.21	0.14
66	CCC(=Nc1ccc(OC)cc1OC)c1c(O)[nH]c(=O)[nH]c1=O	18	0.89	0.26
67	CN1CCN(Cc2nc3ccccc3c(=O)[nH]2)CC1	11	-0.64	0.17
68	COC(=O)C1=C(N)Oc2c(c(=O)oc3ccccc23)C1c1cccnc1 (stereo unspecified)	43	0.17	-0.09
69	O=C(COc1ccccc1)N1CCN(C2CCCC2)CC1	25	0.33	0.47
70	C=CCn1c(O)c(C(C)=NCc2cccnc2)c(=O)[nH]c1=O	38	-0.59	0.1
71	CC(=NCC1CCCO1)c1c(O)n(-c2ccc(C)cc2)c(=O)[nH]c1=O (stereo unspecified)	34	1.2	0.44
72	CN1CCN(c2ccc(NC(=O)C(C)(C)C)cc2)CC1	54	1.5	0.69
73	COc1ccc2nc(NC(=O)CCc3nc(C4=CCN(C)CC4)no3)sc2c1	-43	-0.42	0.22
74	COP(=S)(OC)SCN1C(=O)c2ccccc2C1=O	nt	-1.3	-1.5
75	COP(=O)(OC)C(NC(=O)C(C)(C)C)=C(Cl)Cl	-7	2	1.2
76	COc1ccccc1N1CCN(Cc2cccc(OC)c2O)CC1	24	0.52	0.27
77	COc1cc2c(cc1OC)-c1c3c(cc4c1[C@@H](C2)N(C)CC4)OCO3	10	-0.76	-0.43
78	Cc1cccc(-n2c(/C=C/c3ccc([N+](=O)[O-])o3)nc3ccccc3c2=O)c1	nt	-0.07	-1.2
79	CCOC(=O)C1CCN(C(C)C(=O)c2c(C)[nH]c3cc(C)ccc23)CC1 (stereo unspecified)	nt	-0.57	0.03
80	CC1(C)C2([N+](=O)[O-])CNCC1([N+](=O)[O-])CNC2	-171	-0.01	0.08
81	C[C@]12CCC(=O)C=C1CC[C@@H]1[C@@H]2CC[C@]2(C)C(=O)CC[C@@H]12	24	1.5	0.79
82	O=c1c(C=Nc2cccnc2Cl)c(O)n(CCCCl)c(=O)n1C1CCCCC1	-25	0.55	0.2
83	Cc1nonc1-c1nc(-c2nonc2N)n[nH]1	10	1.9	1.2
84	Cc1cc(OCc2nn[nH]n2)c2c3c(c(=O)oc2c1)CCCC3	nt	0.21	0.24
85	CCCCOC(=O)C1=C(N)OC2=C(C(=O)CCC2)[C@]12C(=O)N(C)c1ccccc12	-4	-0.54	-0.3
86	CC(=O)N1N=C2C3CCN(CC3)C2C1c1cccc2ccccc12 (stereo unspecified)	-2	0.64	1
87	Cc1cccc(NC(N)=S)c1	33	-0.71	0.43
88	N=c1sc2c(n1Cc1ccccc1)CCCC2	-3	-0.32	0.01
89	Cc1ccc(C2=NCC(=O)N(CC(=O)N3CCCCC3)c3sc(C)c(C)c32)cc1	-13	-0.11	-0.13
90	CCOC(=O)C(C)Oc1cc(C)cc2oc(=O)c3c(c12)CCCC3 (stereo unspecified)	17	-0.79	-1.3
91	Cc1ccc(NC2=NCCCS2)c(C)c1C	-26	-0.37	-0.57
92	O=C(N/N=C/c1c(O)n(C2CC2)c(=S)[nH]c1=O)c1ccccc1O	nt	-0.86	0.12
93	c1ccc2c(c1)CNc1ccccc1O2	10	-0.63	-0.41
94	CSc1ncc(Cl)c(C(=O)O)n1	-10	-0.31	0.32
95	Cc1nn(Cc2ccccc2)c(C)c1C(=O)NCc1ccccc1F	-20	nt	nt
96	CN(C)P(=O)(C(Cl)=C(N1CCCCC1)N1CCCCC1)N(C)C	nt	1.1	1.2
97	CCCCNC(=O)c1c(N)n(CCCOC)c2nc3ccccc3nc12	-34	-0.49	-1.9
98	c1ccc(C2OCCN3CCCCC23)cc1 (stereo unspecified)	-214	-0.44	-0.02
99	Cc1nn(Cc2ccccc2)c(C)c1C=C1C(=O)NC(=O)NC1=O	-30	-0.34	0.52
100	Cc1ccc(-c2nc(CS(=O)CC(=O)N3CCC4(CC3)OCCO4)c(C)o2)cc1 (stereo unspecified)	25	-0.25	0.23

Continuation.
#	smiles	Insulin prom inh	SDO1 yeast rescue Rescue 24 h	SDO1 yeast rescue
101	O=C(CCN1CCOCC1)NCC(=O)Nc1ccc(Br)cc1C(=O)c1ccccc1	-3	0.02	0
102	C=CCN(CC=C)C(=O)Nc1ccc(OCC)cc1	37	nt	nt
103	O=C(c1cc(S(=O)(=O)N2CCOCC2)ccc1F)N1CCC2(CC1)OCCO2	-12	1.9	2.2
104	CCC(=O)c1cn(Cc2ccccc2C#N)c2ccccc12	nt	-0.3	-0.46
105	O=S(=O)(c1ccc(Cl)cc1)N1CC1c1ccccc1 (stereo unspecified)	-13	0.64	0.35
106	Cc1cc(NC(=O)COC(=O)c2c(C)nn(Cc3ccccc3)c2C)no1	-25	-0.14	0.21
